Bioassay records (PubChem)
TEAD-YAP block: TEAD-YAP interaction inhibition | HEK-TIYL cells, TEAD-Gal4/YAP UAS-luciferase luminescence | inhibition, % at 9.12 µM | actives 1.4% (n = 640,000); in the data active means inhibition above about 32%;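 further: 0% = median of test compound wells and 100% = reference inhibitor wells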
GPR151 ag: activates the human receptor GPR151; PathHunter beta-arrestin GPR151 cells, luminescence; activation, % at 11.2 µM; actives 1% (n = 650,000); in the data active means activation above about 4.9%;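 further: 0% = median of compound wells and 100% = cells with positive control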
Target sequence (Q8TDV0 whole entry, looked up): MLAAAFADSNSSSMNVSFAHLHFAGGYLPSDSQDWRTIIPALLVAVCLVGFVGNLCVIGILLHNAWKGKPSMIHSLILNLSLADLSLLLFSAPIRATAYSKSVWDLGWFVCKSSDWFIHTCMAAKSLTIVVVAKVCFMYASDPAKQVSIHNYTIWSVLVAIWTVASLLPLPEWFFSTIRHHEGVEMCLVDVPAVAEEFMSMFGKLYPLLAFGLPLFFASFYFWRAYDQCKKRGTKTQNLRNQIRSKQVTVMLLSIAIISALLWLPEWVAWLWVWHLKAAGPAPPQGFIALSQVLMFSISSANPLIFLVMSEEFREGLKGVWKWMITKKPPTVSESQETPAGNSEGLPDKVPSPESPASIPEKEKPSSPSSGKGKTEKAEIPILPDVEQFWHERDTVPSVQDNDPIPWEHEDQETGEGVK
FBW7 act: activators of human E3 ligase FBW7; Q969H0; AlphaScreen FBW7–phospho-cyclin E peptide binding, activator screen; normalized activity (activation), % at 26.1 µM; actives 0.13% (n = 650,000); AID 1259310; in the data active means normalized activity above about 1.9%;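 further: purified mutant Fbw7 with reduced substrate affinity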
MITF primary: blocks human microphthalmia-associated transcription factor | actives 0.91% (n = 650,000) | O75030 | inhibition, % at 2.6 µM | AlphaScreen MITF homodimerization, bead proximity signal; in the data active means inhibition above about 50%;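 further: 0% = vehicle wells with protein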
Target sequence (O75030 whole entry, looked up): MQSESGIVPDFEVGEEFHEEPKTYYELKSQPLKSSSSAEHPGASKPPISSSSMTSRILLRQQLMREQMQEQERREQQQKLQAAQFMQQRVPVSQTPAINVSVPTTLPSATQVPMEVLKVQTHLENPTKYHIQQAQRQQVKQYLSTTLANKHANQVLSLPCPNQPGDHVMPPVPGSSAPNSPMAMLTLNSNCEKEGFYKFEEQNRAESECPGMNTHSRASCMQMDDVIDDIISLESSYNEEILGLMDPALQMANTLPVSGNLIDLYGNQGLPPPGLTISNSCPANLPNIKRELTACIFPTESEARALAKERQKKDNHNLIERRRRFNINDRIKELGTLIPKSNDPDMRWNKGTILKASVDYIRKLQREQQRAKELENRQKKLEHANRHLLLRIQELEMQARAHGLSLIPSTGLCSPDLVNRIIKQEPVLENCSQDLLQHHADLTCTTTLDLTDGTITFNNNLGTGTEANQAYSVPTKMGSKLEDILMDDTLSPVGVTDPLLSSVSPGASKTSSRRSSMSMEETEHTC
The depositor's hits bear a star. Compounds as they come; 3.4% or so of the library scored in one or more.

Order of results – TEAD-YAP block	GPR151 ag	FBW7 act	MITF primary
COc1cc(C(=O)Nc2ccc(-c3nc4ccccc4o3)cc2)ccc1[N+](=O)[O-]
→ -5	0.3	-0.2	-7
CCN(CC)c1ccc(C(=O)Nn2cnc3ccccc3c2=O)cc1
→ -5	0.1	1.1	10
COc1ccccc1N1CCN(C(c2nnnn2CC2CCCO2)C(C)C)CC1 (centres undefined)
→ -3	0.1	-0.1	-10
OCCNc1nc(Nc2ccc(-n3ccnc3)cc2)nc2c1ncn2C1CCCCC1
→ -1	2.0	-0.1	2
O=[N+]([O-])c1ccc(N2CCN(S(=O)(=O)c3ccc(Br)cc3)CC2)cc1N1CCOCC1
→ -10	-2.1	0.3	-3
C=CCNC(=O)c1ccc(CSc2ccccc2)cc1
→ -65	-4.0	0.0	-2
O=C(/C=C/c1cccs1)NCc1nc2ccccc2[nH]1
→ -9	0.6	-0.1	14
COc1cccc2sc(N(CC3CCCO3)C(=O)Cc3ccc4c(c3)OCO4)nc12 (centres undefined)
→ -35	0.9	-0.2	-13
CCc1c(C)sc(NC(=O)CNCC(c2ccccc2)c2ccccc2)c1C(N)=O
→ 2	0.8	-0.1	-5
O=S(=O)(Nc1ccc2ccccc2c1)c1ccccc1
→ 4	0.7	0.3	22
COc1ccc(/C=C(/C#N)c2ccccc2F)cc1OC
→ -28	-1.0	0.1	7
Cc1cc(S(=O)(=O)NCC(c2ccco2)N2CCc3ccccc3C2)ccc1F (centres undefined)
→ -14	-0.5	-0.2	2
CCn1cnc2c(=O)oc3ccccc3c21
→ 1	-0.4	-0.3	9
COc1ccc(-c2noc(CN(C(C)C)S(=O)(=O)c3cccc([N+](=O)[O-])c3)n2)cc1
→ 10	-0.6	0.4	9
Cc1noc(C(=O)N(C)c2ccccc2)c1Cl
→ -4	2.9	-0.1	4
O=C1c2ccccc2C(=O)N1CC#Cc1ccccc1
→ -12	-0.9	-0.1	-9
CCOc1ccc(Cl)cc1CSc1nncn1N
→ 0	0.1	-0.1	-5
COC(=O)c1ccccc1NC(=S)NNS(C)(=O)=O
→ -4	-1.1	0.0	-12
Fc1ccccc1C1c2[nH]c3ccccc3c2CCN1Cc1ncc[nH]1 (centres undefined)
→ 8	0.6	-0.1	22
COC(=O)c1sc(NC(=O)c2nn3c(C(F)(F)F)cc(-c4ccc(Br)o4)nc3c2Br)c(C(=O)OC)c1C
→ -2	-0.6	0.0	-4

Limited to GPR151 ag, for 3 of the compounds above:
SMILES	GPR151 ag
COc1cccc2sc(N(CC3CCCO3)C(=O)Cc3ccc4c(c3)OCO4)nc12 (centres undefined)	0.9
Cc1cc(S(=O)(=O)NCC(c2ccco2)N2CCc3ccccc3C2)ccc1F (centres undefined)	-0.5
COc1ccc(-c2noc(CN(C(C)C)S(=O)(=O)c3cccc([N+](=O)[O-])c3)n2)cc1	-0.6

More results.
Order of results – TEAD-YAP block	GPR151 ag	FBW7 act	MITF primary
CN(C)c1cccc2c(S(=O)(=O)Nc3nccnc3-c3ccc(CO)cc3)cccc12
→ 10	0.3	-0.2	46
Cc1cc(N2C(=O)CN(Cc3cccs3)C2=S)ccc1Cl
→ -9	1.4	-0.1	-5
CC1CCCN(C(=O)Cn2nnc(-c3ccc(C(F)(F)F)cc3)n2)C1 (centres undefined)
→ -4	0.2	0.1	8
COc1cc2c(cc1NC(=O)c1nn(C)cc1[N+](=O)[O-])oc1ccccc12
→ -4	-0.5	0.1	8
CSc1cccc(NC(=O)Cn2nc(C)c3sc4ccccc4c3c2=O)c1
→ -7	-0.1	0.3	10
CC1CN(S(=O)(=O)c2cccc(C(=O)NCCO)c2)CC(C)O1 (centres undefined)
→ 5	0.8	0.1	4
Cc1ccc(C(=O)COC(=O)c2ccccc2[N+](=O)[O-])cc1
→ 90*	-6.1	0.7	-11
CCOC(=O)c1c(C)nc2n(Cc3ccccc3)c3ccccc3n12
→ -11	-1.4	0.1	21
Cc1nn(C)c2[nH]c(=O)cc(C(F)(F)F)c12
→ 0	1.4	0.1	-3
CC1(C)CC(=O)C2=C(C1)N(Cc1ccco1)C(=O)C2(NC(=O)c1ccccc1)C(F)(F)F (centres undefined)
→ -8	-0.5	-0.1	-9
CN1CCN(/N=C2/C(=O)Nc3c(Cl)cc(Cl)cc32)CC1
→ -10	-0.7	0.0	6
O=C(/C=C/c1ccc2c(c1)OCO2)NCC1COC2(CCCCC2)O1 (centres undefined)
→ -2	-0.8	-0.1	-3
Cc1cccc(-c2nsc(SCC(=O)N3CCCc4ccccc43)n2)c1
→ -2	-0.6	0.0	13
c1ccc(CNc2ccnc(N3CCC(N4CCOCC4)CC3)n2)cc1
→ -5	-0.3	0.0	18
CCc1cccc(NS(=O)(=O)c2c[nH]c(C(=O)OC)c2)c1
→ 4	0.5	0.1	7
COc1ccccc1N(CC(O)Cn1cnc2ccccc21)S(=O)(=O)c1ccc(C)cc1 (centres undefined)
→ 8	1.9	-0.1	6
Cc1ccc(N2C(=O)CC(N3CCN(C(c4ccccc4)c4ccccc4)CC3)C2=O)c(Br)c1 (centres undefined)
→ -2	-0.1	0.5	13
COc1ccccc1-c1nnc(C2CCN(S(=O)(=O)c3cccc(C#N)c3)CC2)o1
→ -19	3.3	0.2	9
CCCN1CCC(N(C(=O)Nc2ccccc2)C2CC2)CC1
→ -6	-1.5	-0.2	-2
CCOc1ccc2c(c1)-c1c(ssc1=S)C(C)(C)N2C(=O)C1CC1
→ 23	0.4	-0.2	30

3 entries from above, arranged by length of the SMILES, largest number first:
Order of results – TEAD-YAP block	GPR151 ag	FBW7 act	MITF primary
CCOc1ccc2c(c1)-c1c(ssc1=S)C(C)(C)N2C(=O)C1CC1
→ 23	0.4	-0.2	30
O=C(/C=C/c1ccc2c(c1)OCO2)NCC1COC2(CCCCC2)O1 (centres undefined)
→ -2	-0.8	-0.1	-3
CC1CN(S(=O)(=O)c2cccc(C(=O)NCCO)c2)CC(C)O1 (centres undefined)
→ 5	0.8	0.1	4

Structures from the list above that have a furan ring, fused or not, in the order listed:
Order of results – TEAD-YAP block	GPR151 ag	FBW7 act	MITF primary
Cc1cc(S(=O)(=O)NCC(c2ccco2)N2CCc3ccccc3C2)ccc1F (centres undefined)
→ -14	-0.5	-0.2	2
COC(=O)c1sc(NC(=O)c2nn3c(C(F)(F)F)cc(-c4ccc(Br)o4)nc3c2Br)c(C(=O)OC)c1C
→ -2	-0.6	0.0	-4
COc1cc2c(cc1NC(=O)c1nn(C)cc1[N+](=O)[O-])oc1ccccc12
→ -4	-0.5	0.1	8
CC1(C)CC(=O)C2=C(C1)N(Cc1ccco1)C(=O)C2(NC(=O)c1ccccc1)C(F)(F)F (centres undefined)
→ -8	-0.5	-0.1	-9

Some of the entries so far, in CSV form.
smiles,TEAD-YAP block,GPR151 ag,FBW7 act,MITF primary
Cc1cc(N2C(=O)CN(Cc3cccs3)C2=S)ccc1Cl,-9,1.4,-0.1,-5
CCOc1ccc2c(c1)-c1c(ssc1=S)C(C)(C)N2C(=O)C1CC1,23,0.4,-0.2,30

Other structures follow.
Order of results – TEAD-YAP block	GPR151 ag	FBW7 act	MITF primary
CC(C)CN(CC(C)C)C(=O)C1CCCCC1C(=O)O (centres undefined)
→ -3	-0.5	0.0	0
CC(=O)N1CCc2cc(S(=O)(=O)N[C@@H](C(=O)O)c3ccccc3)ccc21
→ 6	0.6	0.2	-7
O=S(=O)(c1ccc(Cl)cc1)N1CCN(S(=O)(=O)c2ccc3ccccc3c2)CC1
→ -6	-0.2	0.2	9
COc1cccc(C2C(C(=O)OC(C)C)=C(C)NC3=C2C(=O)CC(C)(C)C3)c1 (centres undefined)
→ 13	-2.7	0.2	-6
CCN(CC)CCNc1nc(C23CC4CC(CC(C4)C2)C3)cs1
→ 7	2.7	-0.1	-5
COc1ccc(/C(C)=N/Nc2ccc([N+](=O)[O-])cc2[N+](=O)[O-])cc1OC
→ 5	-0.3	-0.1	-3
Cc1cccc(CC2CC(=O)N(c3ncccn3)C2=O)c1 (centres undefined)
→ 3	-0.7	-0.3	-2
CCn1c(=O)n(CCOC)c(=O)c2c3c(sc21)CCCC3
→ 8	0.8	0.6	12
COc1cc(C2Nc3ccccc3-c3nnc(SC)nc3O2)cc(OC)c1O (centres undefined)
→ 3	0.3	0.0	6
COC(=O)c1cc(NC(=O)CSc2ncnc3sc(C)c(C)c23)cc(C(=O)OC)c1
→ 3	-1.1	0.1	9
CCC1(C)OC(=O)N2CCc3ccccc3C21C (centres undefined)
→ 10	1.2	0.4	15
CC(C)CCC1=NN(C(=O)C(=O)NCCc2ccccc2)C(O)(C(F)(F)F)C1 (centres undefined)
→ -8	0.9	-0.1	10
O=C(N1CCOCC1)N1CCN(S(=O)(=O)N2CCOCC2)CC1
→ 2	0.1	-0.1	3
COc1ccc(Cc2noc(-c3ccccc3OC)n2)cc1OC
→ 6	-0.2	0.1	20
CSc1nc2n(n1)C(C(C)C)C(C(=O)Nc1ccc(Cl)cc1)=C(C)N2 (centres undefined)
→ 6	1.5	0.1	0
CS(=O)(=O)Nc1cccc(N2CCCC2=O)c1
→ 2	-1.2	0.1	-12
C=C(C)Cn1c(N2CCN(c3ccccc3)CC2)nc2c1c(=O)n(C)c(=O)n2C
→ -5	0.5	-0.2	1
O=C(Nc1cccc(C(F)(F)F)c1)C1CC(=O)N(c2ccc(Br)cc2)C1 (centres undefined)
→ 10	-0.4	0.3	7
CCOC(=O)N1CCC(NC(=O)/C=C/C(=O)O)CC1
→ 0	-1.1	0.1	3
CSc1nc(C)nc2c1c(=O)n(C)c(=O)n2C
→ -10	2.0	0.1	-11
COc1ccc(N=Cc2ccc(OC3CSC3)cc2)c(OC)c1
→ 8	1.4	0.3	12
COc1ccc(CCn2c(SCc3ccc(Cl)cc3)nc3ccccc3c2=O)cc1OC
→ -14	-0.3	0.0	4
CC(C)n1cnc2c(NCc3nc4ccccc4[nH]3)nc(Nc3ccccc3)nc21
→ 64*	-1.3	-0.1	-5
O=C1CC(N2CCCCC2)C(=O)N1c1cc(Cl)cc(Cl)c1 (centres undefined)
→ 46*	3.6	0.0	-7
COCC(=O)N1CCCc2ccccc21
→ 4	-1.2	0.0	-10
Fc1ccc(-c2cc(C(F)(F)F)n3ncc(-c4ccccc4)c3n2)cc1
→ -5	2.5	0.1	9
Cc1cccc(C)c1NC(=O)c1sc2[nH]c(=O)c(C(=O)O)cc2c1N
→ 0	1.7	-0.2	-16
O=C(Nc1ccc2c(c1)OCCO2)N1c2ccccc2Sc2ccccc21
→ -20	0.4	0.6	16
COc1ccc(OC)c(/C=N/NC(=O)c2cccc(Cl)c2)c1
→ -15	-0.9	0.1	15
Cc1ccc(NC(=O)CCN2C(=O)C3C4C=CC(C4)C3C2=O)cc1F (centres undefined)
→ -15	2.3	0.6	8
O=C(CCn1c2c(c3ccccc31)CCCC2)N/N=C/c1ccccn1
→ 3	-0.4	-0.1	5
COc1ccc2nc(C)n3c4ccccc4c(NC(C)=O)c3c2c1
→ 13	-0.3	-0.1	4
O=C(Nc1cccc(Cl)c1)c1ccc(F)c(S(=O)(=O)NCc2ccc(F)cc2)c1
→ 8	-1.0	0.5	13
COCCN1C(=O)c2ccccc2C(C(=O)Nc2cc(OC)ccc2OC)C1c1ccc(F)cc1 (centres undefined)
→ -3	1.8	0.0	4
CCOC(=O)c1sc2nc(SCC(=O)Nc3cccc(C(F)(F)F)c3)n(Cc3ccc(C)cc3)c(=O)c2c1C
→ 8	-1.0	0.0	-5
COc1ccccc1-n1cc(C(=O)NCC(=O)N2CCCC(C)C2)c2ccccc2c1=O (centres undefined)
→ -12	0.8	-0.1	10
O=C1CSC(c2cn(-c3ccccc3)nc2-c2cc3ccccc3o2)N1Cc1ccccc1 (centres undefined)
→ 4	1.6	0.1	6
Cc1ccc(F)c(NC(=O)NC2CCCCC2)c1
→ -26	-1.4	0.3	4
CCOc1ccc(C2CC(c3ccc(OC)cc3)n3ncnc3N2)cc1 (centres undefined)
→ 1	-0.8	-0.1	-1
COc1ccc(Cl)cc1NC(=O)Cn1c(-c2ccncc2)nc2ccccc21
→ 0	-1.3	0.0	15
CCCc1cc(C(=O)N2CCC(C3(CCCc4ccccc4)NC(=O)NC3=O)CC2)no1 (centres undefined)
→ -6	-1.1	0.1	-19
O=C(NCc1ccccc1F)C1CCN(c2nc3ccccc3n3cccc23)CC1
→ 0	-0.5	0.8	7
Cc1ccc([N+](=O)[O-])cc1N=Cc1c(O)[nH]c(=O)[nH]c1=O
→ 0	0.5	-0.2	6
Cc1ccc2c(c1)N(C(=O)CCC(=O)NC1CCCCCC1)CCO2
→ -6	0.8	0.2	7
COc1ccccc1NC(=S)N/N=C(\C)c1ccc(N2CCOCC2)cc1
→ 0	-1.2	0.5	19
CN(C)c1ccc(NC(=O)C2(c3cccs3)CCOCC2)cc1
→ -2	1.2	0.0	4
Cc1ccc(C)c(NC(=O)C2CC(=O)OC23CCCCC3)c1 (centres undefined)
→ 3	-0.1	-0.1	-8
CCOC(=O)N1CCC(N2CCC(n3nccc3NC(=O)CC(C)C)CC2)CC1
→ -5	-0.2	0.0	-3
CC(C)c1ccc(C2Nc3ccccc3C(=O)N2c2ccc(F)cc2)cc1 (centres undefined)
→ -30	-1.6	-0.1	-5
CC(C)n1c2ccccc2c2nc3ccccc3nc21
→ -2	-0.6	0.3	-16
CCOC(=O)N1CC=C2C(C#N)=C(N)C(C#N)(C#N)C(c3cccc(O)c3)C2C1 (centres undefined)
→ 17	-1.0	0.3	14
C(=N\N=C(\c1ccccc1)C12CN3CN(CN(C3)C1)C2)/c1cccnc1
→ -5	1.8	-0.2	3
Cc1c2cnn(CC(=O)N3CCC(C(N)=O)CC3)c(=O)c2c(C)n1Cc1ccccc1F
→ 19	-2.0	0.1	6
CCN1C(=O)C(NC(C)=O)c2cc(OC)ccc21 (centres undefined)
→ -10	0.8	-0.2	-12
